NR2F2 inh = NR2F2 (human) inhibition, primary screen | 0.7% of 370,000 active | AID 686940 | inhibition, % at 8.6 µM | HEK293T NGFI-A luciferase reporter, luminescence;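 active = inhibition above a per-plate cutoff, mean inhibition of test wells between control levels plus 3 SD, cut at about 38% in these data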;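 note: cells cotransfected with COUP-TFII expression vector driving the NGFI-A reporter; 0% = median of COUP-TF2 test wells and 100% = reporter-only cells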
EBV LMP1 NFkB = reduces LMP1-driven NF-kappaB luciferase signal | LMP1-induced NF-kappaB luciferase reporter cells, luminescence | inhibition, % at 12.5 µM | 0.69% of 350,000 active; in the data active = inhibition above about 41%;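 note: 0% = neutral control wells and 100% = reference inhibitor control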
KKLEB cytotox = reduces viability of KKLEB cystic fibrosis airway cells | KKLEB CF airway cells viability, ATPlite luminescence, overnight; hits give low values; cells stimulated with P. aeruginosa culture filtrate | activity change (cytotoxicity), % at 5 µM | 0.36% of 360,000 active;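 active = corrected activity change at or below -50% at 5 µM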
TWEAK Fn14 block = inhibitors of TWEAK-Fn14 interaction signaling | TWEAK-stimulated Fn14 reporter cells, luciferase luminescence, 8 h | inhibition, % at 10 µM | 2% of 360,000 active; in the data active = inhibition above about 50%
CF NFkB block = blocks PAF-induced NF-kB reporter in cystic fibrosis cells | KKLEB NF-kB-GFP reporter, GFP fluorescence overnight | inhibition, % at 5 µM | 0.86% of 360,000 active | AID 588850;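 active = at least 50% inhibition at 5 µM, scaled per plate between neutral and stimulator controls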;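 note: PAF is a Pseudomonas aeruginosa culture filtrate used as stimulus; plate controls were PAF-stimulated DMSO wells for no effect and unstimulated DMSO wells for full effect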
TROY signal inh = blocks TROY-dependent signaling in reporter cells | Q293 LMP1-TROYcd NF-kB luciferase reporter, 4 h | inhibition, % at 10 µM | 0.98% of 360,000 active;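 active = compounds whose plate-normalised and pattern-corrected inhibition of the luciferase reporter signal at the single screening dose is 50% or more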
TRAIL sens C8 = sensitizes caspase-8 expressing cells to TRAIL; NB7+C8 cells + TRAIL, ATPlite viability luminescence; inhibition (viability loss, TRAIL sensitization), % at 10 µM; 1% of 360,000 active; AID 624354;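 active = compounds causing at least 50% loss of cell viability in the single-dose screen, relative to plate controls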
NCOA1 inh = human NCOA1 inhibition | Q15788 | HEK293 GAL4-SRC1 luciferase reporter, luminescence | inhibition, % at 3.6 µM | 0.12% of 360,000 active | AID 588354;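 active = inhibition above the campaign mean plus 3 SD, with each screening campaign given its own cutoff, cut at about 60% in these data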;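 note: 0% = DMSO treated cells and 100% = gossypol at 36 µM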
Target sequence (Q15788 whole entry, looked up, the tested form may be a part): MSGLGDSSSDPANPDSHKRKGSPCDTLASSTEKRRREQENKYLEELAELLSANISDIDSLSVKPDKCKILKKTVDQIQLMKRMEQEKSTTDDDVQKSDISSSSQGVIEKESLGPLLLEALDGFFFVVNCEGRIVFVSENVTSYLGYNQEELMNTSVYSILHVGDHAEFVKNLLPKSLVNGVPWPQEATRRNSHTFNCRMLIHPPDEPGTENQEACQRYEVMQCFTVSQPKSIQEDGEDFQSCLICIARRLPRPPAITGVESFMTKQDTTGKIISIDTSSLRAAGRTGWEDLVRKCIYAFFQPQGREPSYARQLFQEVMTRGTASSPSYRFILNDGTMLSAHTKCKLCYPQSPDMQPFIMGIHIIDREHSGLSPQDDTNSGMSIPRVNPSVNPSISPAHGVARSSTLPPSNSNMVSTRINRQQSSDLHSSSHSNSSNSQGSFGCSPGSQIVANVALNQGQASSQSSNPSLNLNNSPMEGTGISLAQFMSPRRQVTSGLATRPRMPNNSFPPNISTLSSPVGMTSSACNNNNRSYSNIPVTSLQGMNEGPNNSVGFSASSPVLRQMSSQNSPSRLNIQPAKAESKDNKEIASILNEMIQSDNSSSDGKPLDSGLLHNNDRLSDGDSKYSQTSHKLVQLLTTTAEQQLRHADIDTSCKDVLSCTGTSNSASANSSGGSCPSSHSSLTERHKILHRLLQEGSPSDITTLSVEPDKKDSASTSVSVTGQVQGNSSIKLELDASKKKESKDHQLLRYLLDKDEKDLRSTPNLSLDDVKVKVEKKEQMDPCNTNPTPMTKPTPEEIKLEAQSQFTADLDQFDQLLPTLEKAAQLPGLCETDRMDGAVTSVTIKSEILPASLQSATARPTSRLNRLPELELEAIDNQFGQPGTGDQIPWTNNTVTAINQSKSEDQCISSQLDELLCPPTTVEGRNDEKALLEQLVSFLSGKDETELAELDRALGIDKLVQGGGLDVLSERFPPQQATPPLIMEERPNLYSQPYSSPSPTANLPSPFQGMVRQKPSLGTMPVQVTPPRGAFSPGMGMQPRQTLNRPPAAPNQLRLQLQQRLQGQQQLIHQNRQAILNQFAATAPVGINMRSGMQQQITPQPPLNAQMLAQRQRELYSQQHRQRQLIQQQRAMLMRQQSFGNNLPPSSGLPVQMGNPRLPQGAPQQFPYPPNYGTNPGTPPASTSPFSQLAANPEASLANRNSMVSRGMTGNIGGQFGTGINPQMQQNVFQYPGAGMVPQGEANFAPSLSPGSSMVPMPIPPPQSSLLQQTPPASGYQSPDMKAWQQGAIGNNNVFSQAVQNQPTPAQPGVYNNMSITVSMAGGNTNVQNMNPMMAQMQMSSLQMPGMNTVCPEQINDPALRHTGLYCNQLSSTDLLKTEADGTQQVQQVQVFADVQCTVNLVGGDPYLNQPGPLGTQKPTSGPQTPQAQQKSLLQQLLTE
Shn3 3UTR inh = reduces Shn3 3'UTR luciferase signal in osteoblasts | inhibition, % at 12.5 µM | 0.52% of 360,000 active | AID 588674 | Clone20 osteoblast Shn3 3'UTR firefly luciferase, 24 h;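 active = mean inhibition of at least 75% with every replicate also reaching 75%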;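 note: 0% = median of neutral control wells and 100% = pilot-screen positive control compound; some compounds past the cut are filed as inactive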
NCOA3 inh = human NCOA3 inhibition. 0.17% of 360,000 active. inhibition, % at 3.6 µM. AID 588352. Q9Y6Q9. HEK293 GAL4-SRC3 luciferase reporter, luminescence;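 active = inhibition above a per-campaign cutoff, the mean of all compounds plus 3 SD, cut at about 60% in these data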;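 note: 0% = DMSO-treated cells and 100% = gossypol-treated cells at 36 µM; higher means less SRC3-driven luciferase light from the GAL4 reporter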
NR5A2 inv ag = suppresses constitutive activity of human LRH-1 | HEK293T StAR-luciferase reporter, LRH-1 transfected, 24 h | inhibition, % at 3.6 µM | 0.13% of 360,000 active | AID 602396;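 active = inhibition above the mean inhibition of all tested compounds plus 3 SD, cut at about 73% in these data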;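 note: 0% = DMSO wells and 100% = reporter-only cells lacking LRH-1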
Numbers without * were called inactive; . = no result given. The list is partial. The share of hits here may be higher or lower than overall.

SMILES | NR2F2 inh | EBV LMP1 NFkB | KKLEB cytotox | TWEAK Fn14 block | CF NFkB block | TROY signal inh | TRAIL sens C8 | NCOA1 inh | Shn3 3UTR inh | NCOA3 inh | NR5A2 inv ag
CN1CCN(c2ccc(NC(=O)c3ccc(Cl)cc3Cl)cc2)CC1 | -41 | -27 | -4 | -23 | -2 | -25 | 0 | -39 | -74 | -56 | -27
O=S(=O)(Cc1cc(NCc2ccccc2)nc(-c2ccncc2)n1)c1ccccc1 | 3 | -4 | 3 | -5 | 29 | -3 | -7 | -6 | 23 | 4 | -13
COCc1nnc(NC(C)=O)s1 | -8 | 3 | -9 | 10 | -12 | 0 | -2 | -3 | -12 | 7 | -1
O=C(CN1CCOC1=O)N1CCCC(Nc2ccc(F)c(F)c2)C1 (stereo not given) | -2 | -1 | -15 | -5 | 8 | -26 | 9 | -25 | -8 | -4 | -3
c1ccc2c(c1)oc1c(-c3ccc4nccn4c3)cccc12 | -13 | . | 4 | -3 | -98 | -50 | 16 | -4 | 1 | -12 | -9
COc1ccc([N+](=O)[O-])cc1/C=N/NC(=O)/C(=C\c1cccs1)NC(=O)c1ccccc1 | 8 | -3 | 16 | 12 | -20 | 3 | -12 | 2 | -3 | 7 | 2
Oc1ccc(C[C@@H]2CNCCN2CC2(c3ccccc3)CC2)cc1 | 6 | 3 | 5 | 6 | 8 | 8 | -14 | -7 | 8 | -11 | -10
CCN1CCN(S(=O)(=O)c2cc(C)c(OC)cc2C)CC1 | -20 | -10 | -2 | -9 | -5 | 15 | 2 | 12 | -4 | -9 | -8
CN(C)c1ccc(NC(=O)c2ccc(COc3cccc(Cl)c3)o2)cc1 | -4 | -26 | -3 | -20 | 6 | -47 | 1 | -33 | -30 | -46 | -32
O=C(Nc1nnc([C@H]2C[C@H](O)[C@@H](CO)O2)s1)Nc1cccc(Cl)c1Cl | -25 | . | 8 | -35 | 7 | -63 | 8 | -52 | 6 | -18 | -47
O=C(N/N=C/c1ccccc1)c1c(O)c2ccccc2[nH]c1=O | -4 | 5 | -16 | 35 | 29 | -52 | 31 | -32 | -19 | -36 | 0
O=C(C[n+]1ccccc1)Nc1ccccc1 | -3 | . | -4 | 22 | 42 | -2 | 6 | -9 | 22 | -1 | 8
COc1ccc(N(CC(=O)NCc2ccc(C)cc2)S(=O)(=O)c2c(C)nn(C)c2C)cc1 | 2 | -14 | 4 | -1 | 0 | 6 | -15 | 7 | -30 | 12 | 11
O=C(Nc1ccnn1C1CCN(C/C=C/c2ccccc2)CC1)C1CCCC1 | -10 | 6 | -9 | 0 | 29 | -11 | -4 | -20 | -16 | -15 | 10
O=S(=O)(c1ccc(SCCO)nc1)N1CCCC1 | -4 | 1 | -8 | 12 | 5 | 12 | 7 | -5 | -1 | -2 | 5
Nc1ccccc1SCC(O)Cn1ccc2ccccc21 (stereo not given) | . | -9 | 6 | 6 | 3 | 20 | -2 | -5 | -11 | 3 | 1
CC1=CC(=O)C=C(C)C1=NOC(=O)/C=C\c1ccccc1 | 20 | 8 | -2 | 34 | -4 | 2 | -5 | 1 | -8 | 16 | 13
COc1ccc(OC)c(CNc2ccc3c(c2)nc(C)n3C)c1 | -6 | -2 | -1 | 20 | 1 | 16 | -7 | -6 | -1 | 2 | 3
CCNC(=S)Nc1ccc(N2CCCCC2)cc1 | -37 | 10 | 2 | -16 | 2 | -45 | 5 | -62 | -17 | -66 | -67
CCN(Cc1ccccc1)C(=O)COC(=O)c1cnc(C)cn1 | 19 | -1 | 2 | 9 | -5 | -2 | 5 | 10 | 8 | -6 | 4
N#Cc1nc(Cc2ccccc2)oc1N1CCC(Cc2ccccc2)CC1 | 17 | -11 | -5 | 1 | 17 | -17 | -12 | 7 | -10 | 9 | -4
CC(NC(=O)c1ccc2c(c1)OCCO2)C(=O)O (stereo not given) | -1 | -3 | 0 | -15 | 0 | -25 | 5 | -2 | -26 | 0 | -4
CCOC(=O)c1[nH]ncc1CN1CCN(Cc2ccc(C)cc2)C(CCO)C1 (stereo not given) | 21 | -4 | -3 | 23 | -1 | 19 | -5 | -10 | -4 | -3 | 5
Cn1c(=O)[nH]c(=O)c2c1nc(N1CCN(c3ccccc3)CC1)n2CCSc1ncccn1 | -6 | 9 | -14 | 22 | 20 | 6 | 1 | 5 | 1 | 6 | 10
C[C@H](CO)N1C[C@H](C)[C@@H](CN(C)S(=O)(=O)c2ccc(Oc3ccccc3)cc2)OCc2cn(nn2)CCCC1=O | -3 | 0 | 3 | -9 | -10 | -2 | -13 | -10 | -15 | 1 | -15
O=C(NCc1ccc(Cl)cc1)c1cccc2c1C(=O)N(CC1CCCO1)C2 (stereo not given) | -3 | 1 | -6 | -5 | 6 | 13 | 2 | -3 | 5 | 5 | 14
CC(C)CC1NC(=O)N(CC(=O)Nc2ccc3c(c2)CCC3)C1=O (stereo not given) | -30 | -13 | -2 | -12 | 11 | -13 | 2 | -6 | 7 | 12 | 13
CCCS(=O)(=O)c1nc(S(=O)(=O)c2ccc(C)cc2)c(N2CCC(C)CC2)s1 | 13 | 5 | -10 | 31 | -2 | -5 | 3 | 0 | 0 | -2 | 8
C#CCn1cc2c(c1-c1ccccc1)c(=O)n(C)c(=O)n2C | 12 | 5 | -4 | -1 | 3 | 2 | 11 | -10 | 6 | 2 | 6
O=C1NC[C@H](Cc2ccccc2)N(C[C@H]2CCCN2C[C@H](Cc2ccccc2)N2C[C@H](Cc3ccccc3)N(CC3CCCCCC3)C(=O)C2=O)C1=O | 9 | 6 | -24 | 31 | 56* | 46 | 11 | 2 | 6 | -6 | -8
Cc1ccccc1CN1CCN(C(=O)c2ccc(F)cc2)CC1 | 0 | -7 | 8 | -13 | -14 | -3 | -14 | -6 | -20 | 5 | 2
CCOC(=O)c1cc(OC)c2cccc(CN3CCC(C)(C(=O)NCCOC)C3)c2c1 (stereo not given) | . | . | -4 | -34 | -5 | 4 | -4 | 5 | -6 | 14 | 11
CCn1c2ccccc2c2cc(NC(=O)CC(C)=O)ccc21 | 1 | -1 | 9 | -22 | 0 | -5 | -5 | 10 | -5 | 16 | 0
C1=C(c2ccccc2)Nc2ncnn2C1c1ccccc1 (stereo not given) | 3 | 10 | -6 | -5 | 3 | 1 | 0 | -17 | -10 | -17 | -3
CCOC(=O)c1c(NC(=O)C2C3C=CC(C3)C2C(=O)O)sc2c1CC(C)(C)OC2 (stereo not given) | 9 | -2 | -3 | 4 | 5 | -10 | -8 | -9 | -3 | 17 | 10
CC(=O)N1CCN=C1SCc1ccc(C)cc1 | -4 | -2 | -2 | 8 | 5 | -13 | 0 | -10 | -5 | -7 | -1
CC(=O)Nc1ccc(OCC(O)CN2CCN(c3cccc(Cl)c3)CC2)cc1 (stereo not given) | 8 | 0 | 5 | -16 | -14 | -12 | -20 | 1 | -9 | 9 | -9
CN(Cc1ccc(Cl)cc1Cl)C(=O)CCNC(=O)c1ccco1 | 7 | 1 | 4 | -3 | 1 | 2 | 1 | 2 | -12 | -10 | 4
NC(=O)C1CCN(C(=O)c2cccc(S(=O)(=O)N3CCCC3)c2)CC1 | -11 | -5 | -1 | -6 | -4 | 3 | -2 | -8 | 5 | 13 | -3
COc1cccc(CNc2nc(SC)ncc2CO)c1 | 2 | 5 | 11 | 7 | -3 | 0 | 4 | 10 | -17 | 6 | 8
Cc1ccc(SCC(=O)OCC(=O)N(CCC#N)c2ccccc2)cc1C | -19 | -5 | 4 | -4 | -1 | 8 | 1 | -16 | -25 | -18 | 0
Cc1cn([C@H](C(=O)NCCCCCCCCCCC(=O)N2CCN(C(=O)OC(C)(C)C)CC2)[C@@H](C)O)nn1 | 13 | 11 | 1 | 8 | 21 | 11 | 9 | -1 | 12 | -21 | -2
COc1ccc(-c2cc3nc(NCCCN(C)C)n(C)c(=O)c3s2)cc1OC | 2 | . | 3 | -26 | -18 | -2 | 0 | 2 | -5 | 12 | -7
O=C(NCCO)c1cccc(-c2cccc3nncn23)c1 | 6 | . | -10 | -2 | 37 | 3 | -4 | 8 | 7 | -13 | 2
O=C(CCNS(=O)(=O)c1ccccc1)OCC(=O)c1ccc(F)cc1 | 3 | 0 | -8 | 3 | 7 | 11 | -4 | 9 | 4 | -12 | 19
COc1ccc2[nH]c(=O)c(CN(CCO)S(=O)(=O)c3ccc4c(c3)OCCO4)cc2c1 | -23 | 1 | 8 | -14 | 13 | -2 | -15 | 2 | -5 | 11 | -11
O=C(Cc1ccccc1)N1CCc2ccccc21 | -1 | -27 | -4 | -17 | -12 | -35 | -2 | -8 | -11 | -11 | 6
COc1ccc(OC)c(CC(NC(C)=O)C(=O)NC2CCN(c3nc(OC)nc(OC)n3)CC2)c1 (stereo not given) | 5 | -8 | -4 | -13 | 14 | 11 | -4 | 9 | 2 | 12 | 13
O=C(CN1C(=O)NC2(CCCC2)C1=O)Nc1ccc(Cl)cc1F | -11 | -4 | -6 | 2 | 11 | -9 | 11 | 5 | 3 | 6 | 24
O=C(NCc1ccco1)c1ccc2c(c1)C(=O)N(C1CCCCC1)C2=O | 0 | 5 | 0 | 2 | 3 | -17 | 3 | 3 | -1 | 6 | 13
CC(C(=O)Nc1ccc(O)cc1)c1cccc(C(=O)c2ccccc2)c1 (stereo not given) | 31 | 8 | 2 | 30 | -5 | 18 | 26 | 0 | 53 | 22 | 15
Cc1cc(=O)oc2c3c(cc(OCC(=O)NCC(=O)N[C@H](C(=O)O)C(C)C)c12)OC(C)(C)CC3 | -4 | -8 | 9 | 4 | -5 | 16 | -3 | 12 | -20 | 5 | -21
N#Cc1c(N)c(C#N)c(-c2ccc3c(c2)OCO3)c2c1CCCC2 | -27 | 7 | -13 | -48 | 9 | 47 | 12 | 3 | 15 | 13 | 4
Cc1ccc(-n2nc3c(c2NC(=O)/C=C\c2ccc4c(c2)OCO4)CSC3)cc1 | -4 | -3 | 3 | 9 | -13 | -1 | -3 | -12 | -6 | -15 | 10
Cc1cc(C)cc(OCC(=O)NNC(=O)c2ccccn2)c1 | 5 | 10 | 7 | 4 | 5 | -15 | 20 | 11 | 71 | -4 | 14
O=C(Nc1ccccc1)P(=O)(O)c1ccccc1 | -9 | -8 | 1 | 32 | 10 | 0 | -3 | -9 | -23 | -6 | 8
CCCN(Cc1ccccc1)C(=S)Nc1cccc(C(F)(F)F)c1 | 18 | -6 | 1 | 3 | -9 | 0 | 6 | -11 | 21 | 10 | 2
COc1ccc(/C=C(/NC(=O)c2ccccc2)C(=O)NCCCn2ccnc2)cc1OC | -6 | -23 | -6 | 13 | 23 | 7 | -23 | 8 | -12 | 0 | 2
Cc1n[nH]c(C)c1S(=O)(=O)N1CCCC(C(=O)NC2CCCCC2)C1 (stereo not given) | 0 | 5 | 17 | -1 | 7 | -6 | 0 | 0 | -16 | -4 | -4
